FBPA Giardia inh: Giardia lamblia aldolase inhibition. AID 2451. Potency, µM (highest dose often 59.6 µM), without a hit: top-dose activity, negative = inhibition, most hits filed as inhibitors. hit rate 0.71% among 290,000. A8B2U2. purified Giardia FBPA; note: potency is the fitted concentration of half-maximal effect; % is set by controls: 0 for no effect and ±100 for the full control effect; nearly all actives have a fitted effect of over 55% in size
Target sequence (A8B2U2 whole entry, looked up): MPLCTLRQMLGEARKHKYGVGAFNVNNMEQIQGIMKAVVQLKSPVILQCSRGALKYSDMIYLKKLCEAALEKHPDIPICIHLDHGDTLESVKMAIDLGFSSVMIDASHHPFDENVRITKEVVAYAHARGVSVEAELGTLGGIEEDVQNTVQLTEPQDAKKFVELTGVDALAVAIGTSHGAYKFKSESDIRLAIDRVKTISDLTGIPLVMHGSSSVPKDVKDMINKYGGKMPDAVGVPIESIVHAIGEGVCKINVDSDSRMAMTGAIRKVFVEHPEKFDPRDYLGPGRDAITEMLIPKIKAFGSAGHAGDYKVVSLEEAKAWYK
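40 nM FBPA preincubated 10 min at RT with compound (up to 57.5 uM final), then substrate plus GAPDH/TPI/NAD/arsenate coupling and diaphorase/resazurin added. Fluorescence read after 20 min at RT, 525/598 nm.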
HCV inh: blocks hepatitis C virus. Huh7.5.1 HCVcc-Cre infection, luciferase reporter, 44 h. Potency, µM (top dose mostly 41.8 µM), without a hit: at the top dose activity change, negative = inhibition, most hits filed as inhibitors. hit rate 3.4% among 340,000. AID 651820; note: potency is the fitted concentration of half-maximal effect; % is set by controls: 0 for no effect and ±100 for the full control effect
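A cell-based infection assay in which seeded cells (1,000 per well) receive test compound after 4 h, are inoculated with HCVcc-Cre at approximately 0.5 moi, and are incubated 44 h before luminescence detection.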
CHX counter: counter-screen hit for Shiga toxin inhibitors, cycloheximide; hit rate 12% among 300,000; cell reporter, cycloheximide protein synthesis inhibition counterscreen; max response, %; in the data active = max response mostly above about 13%, no sharp cut-off; inactive = mostly below about 14%; note: read at 38.3 µM for the half of the compounds with a filed dose; 0% is about no effect
Shiga inhibitor: Shiga toxin inhibition | Vero cells, Shiga toxin protein synthesis inhibition reporter | hit rate 9.2% among 290,000 | inhibition, % at 38.7 µM; in the data active = inhibition mostly above about 28%, no sharp cut-off; inactive = mostly below about 43%; note: 0% is about no effect
Pf growth 96h: P. falciparum growth inhibition at 96 hour, primary screen for plastid delayed-death inhibitors. P. falciparum luciferase reporter growth, 96 h. Potency, µM (top dose mostly 28.7 µM), without a hit: at the top dose activity change, negative = inhibition, usual class: inhibitors. hit rate 6.9% among 320,000; note: potency is the fitted concentration of half-maximal effect; % is set by controls: 0 for no effect and ±100 for the full control effect
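Two-generation exposure (96 h) targets delayed-death phenotype. Reporter parasites carrying integrated firefly luciferase, in red cells at 2% hematocrit and 0.05% parasitemia final, kept at 37 C, 5% CO2; luminescence loss indicates inhibition.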
Pf growth 48h: P. falciparum growth inhibition at 48 hours (one generation) | Potency, µM (highest dose often 28.7 µM), for inactives: at the top dose activity change, negative = inhibition, hits mostly inhibitors | AID 504832 | P. falciparum luciferase growth in erythrocytes, 48 h | hit rate 5.9% among 310,000; note: potency is the fitted concentration of half-maximal effect; % is set by controls: 0 for no effect and ±100 for the full control effect
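First compound was added to culture medium, then infected red cells at 0.1% parasitemia and 2% hematocrit (final). After incubation at 37 C under 5% CO2, luciferase detection reagent was dispensed and light output recorded.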
Active calls of the source: *; ? = inconclusive; nt = not tested or not shown; & = joins results of further samples; ! = not active in a repeat; [ ] = remark or other dose. Unless noted, calls come from the whole dose curve; as a rule, active = well fitted curve in the direction sought with a large enough effect; inconclusive = small, poorly fitted or top-dose-only effect, or another doubt; inactive = no such curve, though single readings can be large; an effect the other way counts as inactive or inconclusive. Compounds as they come; any-hit rate near 24%.

Value order: FBPA Giardia inh	HCV inh	CHX counter	Shiga inhibitor	Pf growth 96h	Pf growth 48h
C#CCOCCOCCOCCNc1nc(N2CCN(C(=O)[C@H]([C@@H](C)CC)n3cc([C@@H](N)CC(C)C)nn3)CC2)nc(N2CCN(C(=O)[C@H](Cc3cc4ccccc4[nH]3)n3cc([C@@H](N)Cc4ccc(O)cc4)nn3)CC2)n1
    -6%	30%	3	-15	?	?
CCOc1ccc(-n2c(=O)[nH]c3sc4c(c3c2=O)CCCC4)cc1
    10%	33%[activator]	16	-8	-1%	17%
Cc1ccc(C2CC(=O)Oc3cc(O)ccc32)cc1 (stereo unspecified)
    9%[89.2 µM]	0%[8.37 µM]	-3&5	-11	-9%	33%[activator]
COc1ccc(C2C(C(=O)Nc3ccc4c(c3)OCCO4)c3ccccc3C(=O)N2C)cc1 (stereo unspecified)
    -1%	2%	8	2	?	5.2µM*
Cc1nnc(NC(=O)CSc2nc3c(c(=O)n2C)SC(C)C3)s1 (stereo unspecified)
    -6%	7%	3	-10	4%	21%
O=C(Nc1cnn(C23CC4CC(CC(C4)C2)C3)c1)c1cnn2c(C(F)(F)F)cc(-c3ccco3)nc12
    -1%	11µM*!	-5	-18	?	-3%
CCN1CCN(c2nc(SC)nc3sc4c(c23)CC(C)(C)OC4)CC1
    2%	-24%	-1	9	28%	1.7µM*
COCCCNC(=O)CCc1c(C)nc2c(c(C)nn2-c2ccccc2)c1C
    -3%	?	0	-2	?	?
Cc1cc(C)c2c(n1)sc1c(=O)n(-c3ccccc3)c(=O)[nH]c12
    -10%	15%	1	20	11%	24%
CCOC(=O)c1c(C)[nH]c(C=Nc2ccccc2)c1O
    ?	-1%	16	1	9.3µM*	-1%
CCc1nnc(NS(=O)(=O)c2ccc(NC(=S)NC(=O)c3ccc(Br)cc3)cc2)s1
    0%	3%	5	-17	32%[activator]	-1%
O=C(NCC1CCCCC1)c1cc(S(=O)(=O)N2CCOCC2)ccc1F
    nt	4%	nt	nt	-10%	?
O=C(c1cc(Sc2cccc(Cl)c2)nc2ccccc12)N1CCN(c2ccccn2)CC1
    -3%	10µM*	0	9	?	?
Cc1ccc(/C=N/n2c(-c3ccco3)n[nH]c2=S)s1
    4%	10%	-1	7	64%[activator]	23%
CC(=O)NC(c1ccccc1)c1cccnc1 (stereo unspecified)
    3%	3%	-2	15	7%	-11%
COc1cccc(-c2nn(-c3ccccc3)cc2C(=O)NCC(=O)O)c1
    -3%	9%	-2	-5	-5%	7%
O=c1[nH]c(=S)n(C2CC2)c(O)c1C=NCCN1CCOCC1
    -29%	4%	1	-3	15%	9%
CCOc1ccc(NC(=O)c2ccco2)cc1
    0%	9%	30*	47*	nt	-59%
CN(C)C(=O)N1CCN(C(=O)c2ccco2)CC1
    0%	7%	-3	-3	7%	22%
O=C(CSc1oc(-c2ccco2)nc1S(=O)(=O)c1ccc(F)cc1)NCC1CCCO1 (stereo unspecified)
    7%	-16%	2	-7	?	8%
COC(=O)c1ccccc1NC(=O)C(C)NS(=O)(=O)c1ccc(OC)cc1 (stereo unspecified)
    2%	5%	3	-8	nt	1.3µM*
COC(=O)c1cc(C(=O)c2ccc(Cl)cc2)n2c(=O)/c(=C\N(C)C)sc12
    0%	2.8µM*	4	-18	-10%	-27%
Cc1occc1-c1nnc(SCC(=O)Nc2ccccc2)n1C(C)c1ccccc1 (stereo unspecified)
    1%	-20%	18	51	?	?
C/C(=N\NC(=O)c1ccc(Cl)cc1)c1ccc(Br)s1
    -1%	-8%	29*	90*	2.6µM*	7.4µM*
COc1ccc2cc(CCNC(=O)CCc3ccccc3)c(=O)[nH]c2c1
    nt	16%	-7	2	?	-1%
O=C(NCC1CC1)c1onc(CSc2ccc(F)c(F)c2)c1C(=O)NCC1CC1
    nt	?	nt	nt	?	?
CCCn1c(SCC(=O)Nc2cccc(C(=O)OC)c2)nnc1-c1cccnc1
    -14%	7%	-1	-2	10µM*	7%
CCOC(=O)c1cc(S(=O)(=O)N2CCc3ccccc32)cn1C
    nt	?	3	-4	48%[activator]	-19%
Cc1cccc2sc(NC(=O)c3ccc(OCC4CCCO4)cc3)nc12 (stereo unspecified)
    -5%	?	46*	100*	-16%	?
Cc1cc(C(=O)Nc2ccc(F)cc2C)cs1
    nt	-7%	-4	31	-21%	-19%
CCCCCOc1ccc(C(=O)CCC(=O)Nc2ccc(NC(C)=O)cc2)cc1
    6%	6%	-2	1	37%[activator]	56%[activator]
CCN(CC)N=Nc1cccc(NC(C)=O)c1
    -1%	?	15*	35	0%	16%
Cn1c(=O)c(C(=O)COC(=O)c2cc(-c3ccco3)nc3ccccc23)c(N)n(CC2CC2)c1=O
    -24%&-16%	-17%[8.37 µM]	22*	31	8.3µM*	?
C=CCNC(=O)COC(=O)/C=C/c1cccs1
    4%	-4%	2	9	28%	17%
CC1CCCCN1C(=O)/C=C/c1ccccc1[N+](=O)[O-] (stereo unspecified)
    -16%	10%	20*	29	0%	11%
CCCNC(=O)c1ccccc1NC(=O)c1ccc2c(=O)n3c(nc2c1)CCC3
    nt	14%	nt	nt	-15%	-1%
COc1cccc(-n2nnnc2SCC(=O)Nc2ccc(C(C)=O)cc2)c1
    -1%	-6%	2	-2	-101%	6%
CCN(Cc1cc2cc(OC)ccc2[nH]c1=O)C(=O)c1ccncc1
    -12%	14%	-2	-3	9.3µM*	9%
CCOC(=O)C1=C(CSc2nc(C)cc(C)c2C#N)OC(N)=C(C#N)C1c1ccccc1 (stereo unspecified)
    -15%	12%	1	10	42%[activator]	29%
COc1ccc(C(=O)O/N=C/c2ccc(S(=O)c3ccc(Cl)cc3)nc2)cc1 (stereo unspecified)
    4%	11%	-3	-12	?	?
O=C(O)CSc1cccc2cccnc12
    ?	-9%&8%	14&-5	-7&-15	32%[activator]	16%
O=C(Cc1ccccc1)NCC(=O)N1CCCC1
    12%	35%[activator]	-3	-1	0%	21%
COc1ccc(C(=O)Nc2ccc3c(c2)nc(CCNC(=O)c2ccco2)n3C)cc1
    -3%	-2%	-1	-5	8%	4%
COc1ccccc1OCC(=O)/C=C1/N(C)c2ccccc2C1(C)C
    -7%	10µM*	9	11	?	?
COc1ccc(CC(=O)Nc2ccc3c(c2)CCC3)cc1OC
    1%	?	12	4	7%	nt

Reprinted at random: four records from the list.
Value order: FBPA Giardia inh	HCV inh	CHX counter	Shiga inhibitor	Pf growth 96h	Pf growth 48h
COc1ccc(C(=O)O/N=C/c2ccc(S(=O)c3ccc(Cl)cc3)nc2)cc1 (stereo unspecified)
    4%	11%	-3	-12	?	?
CCN(CC)N=Nc1cccc(NC(C)=O)c1
    -1%	?	15*	35	0%	16%
COc1cccc(-n2nnnc2SCC(=O)Nc2ccc(C(C)=O)cc2)c1
    -1%	-6%	2	-2	-101%	6%
CCOC(=O)C1=C(CSc2nc(C)cc(C)c2C#N)OC(N)=C(C#N)C1c1ccccc1 (stereo unspecified)
    -15%	12%	1	10	42%[activator]	29%

(cont.)
Value order: FBPA Giardia inh	HCV inh	CHX counter	Shiga inhibitor	Pf growth 96h	Pf growth 48h
Cc1nc2c(oc3ccccc32)c(=O)o1
    -7%	11%	88*	144*	nt	?
COc1ccc(N2CCN(C(=O)c3cccc(F)c3)CC2)c([N+](=O)[O-])c1
    7%	-8%	-2	-9	19%[5.75 µM]	8%
COc1ccc(Cc2nnc(N/N=C/c3ccc(O)cc3O)[nH]c2=O)cc1OC
    -1%	?	1	14	?	4.1µM*
Cc1cc2c(c(=O)n1CC1CCCO1)C(c1ccco1)C(C#N)=C(N)O2 (stereo unspecified)
    -17%	13%	2	29	-13%	4%
Cc1nnnn1/C(=C\c1ccccc1)C(=O)OCC(=O)Nc1ccc(Cl)cc1F
    nt	?	nt	nt	18%	?
COc1ccc(/C=C2\CCCC(C(=O)C(F)(F)F)=C2O)cc1
    -15%	23%	19	26	nt	47%[activator]
CC(=O)Nc1ccc(S(=O)(=O)N2CCC(NC(=O)C(Cc3cccn3C)NC(C)=O)CC2)cc1 (stereo unspecified)
    4%	5%	-1	-10	91%[activator]	-29%
O=C(N/N=C1\C(=O)c2cccc3cccc1c23)c1ccc(O)cc1
    -12%	?	4	37	?	7%
O=C(COC(=O)c1ccccc1C(=O)N1CCN(c2ccc(F)cc2)CC1)NCc1ccccc1
    6%	-9%	-2	-3	nt	-7%
C/C(=C\c1ccccc1)C(=O)Nc1nccs1
    0%	3%	49*	152*	0%	244%[activator]
Cc1cccc2cc3c(nc12)-c1ccccc1C3=O
    -3%	-14%	17*	43*	0%	-16%[0.00184 µM]
Cn1cc(/C=C/c2cc[n+](C)cc2)c2cc(Cl)ccc21
    -9%	?	0	-12	0.17µM*	0.66µM*
CCc1ccc(-c2nc(CN3CCC(C(=O)NCc4ccco4)CC3)c(C)o2)cc1
    8%	?	24	36	11%	-44%
COc1ccc(C(CC(=O)NCc2ccccc2)C(C)C)cc1 (stereo unspecified)
    6%	9%	7	-5	?	-9%
CC(=O)Nc1ccc(C(=O)NNC(=O)c2cc([N+](=O)[O-])cc([N+](=O)[O-])c2)cc1
    -2%	-12%	-3	-13	25%	16%
C=CCNC(=S)N1CC2(C)CN(C(=S)NCC=C)CC(C)(C1)C2=O
    -8%	13%	-3	-9	-3%	2%
Nn1c(SCc2nc3ccccc3[nH]2)nnc1C1CCCCC1
    0%	0%	-4	-7	?	-11%
Cn1c(=O)c2c(nc(NCCCO)n2Cc2cccc(Br)c2)n(C)c1=O
    -6%	-20%&3%	-2	-11	nt	?
c1cncc(-c2nc(NCc3cccs3)c3ccccc3n2)c1
    -7%&4%	-30%	-1	-12	13µM*	?
Cc1ccc([C@@H]2C[C@H]3CN(Cc4cccc(Cl)c4)C(=O)[C@]34CCCN24)o1
    -4%	9%	2	0	?	?
COc1cccc(CNC(=O)Cc2ccc(-c3ccccc3)cc2)c1
    -4%	-19%	-5	-3	2%	13%
Nc1c(-c2ccc(Cl)cc2)cnn1-c1cccc([N+](=O)[O-])c1
    -8%	-16%	19*	87*	428%[activator]	32%[activator]
O=C(CN1CCN(c2ccc([N+](=O)[O-])cc2Cl)CC1)N1CCOCC1
    -10%	-8%	8	-6	75%[activator]	-8%
Cc1ccc(C(=O)N/C(=C\c2ccc(-c3ccc(Cl)cc3)o2)C(=O)NCCCN(C)C)cc1
    0%	?	-21	-18	9.3µM*	10µM*
CC1CCCCC12NC(=O)N(CC(=O)OCc1cccc(F)c1)C2=O (stereo unspecified)
    nt	2%	nt	nt	?	13µM*
C/C(=N\NC(=O)C1CCCN(S(=O)(=O)c2ccccc2)C1)c1cccnc1 (stereo unspecified)
    1%	-11%	-2	6	9.3µM*	4%
O=C(/C=C/c1ccccn1)c1cc(Cl)cc(Cl)c1O
    -5%	13µM*	1	-5	?	?
Cc1ccc(NC(=O)C(C)N2C(=O)C3C4CC(C(Br)C4Br)C3C2=O)cc1 (stereo unspecified)
    -2%	20%	-5	-4	55%[activator]	61%[activator]
O=C(NNC(=S)Nc1cccc2ccccc12)c1cccc(Br)c1
    21%	-10%	11	-13	13%	nt
CCn1c(CSc2nnc3ccccn23)nc2cc(C(=O)O)ccc21
    -28%	29%	-2	-12	42%[activator]	nt
COc1ccc(C(CNc2ncnc3sc(C)c(C)c23)N(C)C)cc1 (stereo unspecified)
    nt	?	-8	-5	?	-26%
CCOc1cc(N2CCOCC2)c(OCC)cc1NC(=O)COC(=O)c1cc(C)oc1C
    -8%	-12%	-5	19	-30%	1%
COCCn1cc(C(=O)NCCCOC(C)C)c2c3ccccc3n(C)c2c1=O
    -1%	-9%	2	3	27%	-12%
COc1cc(OC)cc(C(=O)NCCCNC(=O)c2cccnc2)c1
    6%	6%	-2	-1	26%	12%
